NPSR antagonist: antagonists of human neuropeptide S receptor cAMP signaling; hit rate 1% among 220,000; Potency, µM (highest dose often 38.3 µM), inactives show top-dose activity change, negative = inhibition, usual class: inhibitors; CHO-NPSR cells, cAMP TR-FRET, antagonist mode; AID 1461; further: potency means the concentration at half of the fitted maximal effect; on the % scale 0 is the no-effect control and ±100 the full control effect; nearly all actives have a fitted effect of over 50% in size; many of its hits are not listed in these tables
TexasRed fluor: counter-screen for TRb-SRC2 inhibitors: fluorescence interference | Potency, µM (highest dose often 106 µM), for inactives: at the highest dose fluorescence change, negative = quenching | AID 1479 | hit rate 0.29% among 280,000 | TRb/SRC2 Texas Red total fluorescence interference; active means well fitted curve in either direction with a large enough effect; inconclusive means small, poorly fitted or top-dose-only effect; further: potency means the concentration at half of the fitted maximal effect; on the % scale 0 is the no-effect control and ±100 the full control effect
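Human TRβ ligand-binding domain (0.6 uM) and Texas Red SRC2 peptide (20 nM) in Tris buffer with 1 uM T3 and 5% DMSO were incubated with pinned compound for 5 hr at ambient temperature. Total fluorescence was computed as S + 2P (555/632 nm).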
CBFb-RUNX1 inh: CBF-beta/RUNX1 interaction disruption; AID 1477; 230,000 tested, under 10 active; Potency, µM (highest dose often 59.8 µM), for inactives: at the top dose activity, negative = inhibition, usual class: inhibitors; AlphaScreen CBFb-His/RUNX1-biotin binding, biochemical; Q01196+Q13951; further: % of control where 0% means no effect
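AlphaScreen proximity signal reports loss of binding between His-tagged CBF-beta and biotin-labelled RUNX1, each at 30 nM. Proteins are pre-associated for 20 minutes, compounds added for 15 minutes, then beads for 90 minutes, all at ambient temperature.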
TRb-SRC2 inh: disrupts binding of human TR beta to SRC2 | TRbeta-SRC2 peptide binding, fluorescence polarization; receptor liganded with 1 µM T3 | hit rate 0.065% among 280,000 | Potency, µM (highest dose often 106 µM), for the others: top-dose activity change, negative = inhibition, actives largely listed as inhibitors | P10828;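 further: potency means the concentration at half of the fitted maximal effect; plate controls were bound peptide for no effect and peptide without receptor for full effect; nearly all actives have a fitted effect of over 50% in size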
Target sequence (P10828 whole entry, looked up): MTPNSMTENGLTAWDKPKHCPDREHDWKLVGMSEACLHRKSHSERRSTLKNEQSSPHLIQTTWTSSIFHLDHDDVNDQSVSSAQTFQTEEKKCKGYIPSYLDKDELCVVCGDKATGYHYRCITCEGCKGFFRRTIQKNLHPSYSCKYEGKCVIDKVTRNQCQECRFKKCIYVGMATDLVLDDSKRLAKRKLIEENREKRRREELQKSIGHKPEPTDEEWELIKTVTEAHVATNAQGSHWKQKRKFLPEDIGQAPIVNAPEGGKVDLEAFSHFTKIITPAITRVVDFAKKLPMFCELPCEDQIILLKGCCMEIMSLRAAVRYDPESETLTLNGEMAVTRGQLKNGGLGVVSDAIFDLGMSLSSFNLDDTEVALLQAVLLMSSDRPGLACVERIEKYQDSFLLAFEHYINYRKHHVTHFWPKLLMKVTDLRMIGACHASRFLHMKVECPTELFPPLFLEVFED
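Each compound concentration gave % activity, normalized to unbound and bound Texas Red SRC2 controls, from polarization read after 5 hr ambient incubation with T3-loaded human TRb LBD.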
Epigenetic reg: derepresses silenced GFP reporter in murine cells; murine LDR cells, GFP reporter derepression, 30 h; Potency, µM (highest dose often 53.9 µM), for inactives: top-dose GFP activation, usual class: activators; hit rate 0.2% among 280,000; AID 1865; further: potency means the concentration at half of the fitted maximal effect; % of control where 0% means no effect; nearly all actives have a fitted effect of over 60% in size
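Reporter derepression read as number of fluorescent GFP-positive objects, 20-120 um in size, counted by laser-scanning cytometer. Mouse LDR line with an epigenetically silenced CMV-GFP locus; compound incubation 30 h, 37 C.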
aGal spleen mod: inhibitors or activators of human alpha-galactosidase in spleen homogenate. hit rate 0.008% among 240,000. P06280. Potency, µM (doses to about 80 µM), for the others: at the top dose activity change, negative = inhibition, actives largely listed as inhibitors. human spleen homogenate, 4MU-alpha-Gal fluorescence, 40 min. AID 2107;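 further: potency means the concentration at half of the fitted maximal effect; 0% = enzyme with vehicle and -100% = no enzyme basal signal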
Target sequence (P06280 32-429 limits assumed): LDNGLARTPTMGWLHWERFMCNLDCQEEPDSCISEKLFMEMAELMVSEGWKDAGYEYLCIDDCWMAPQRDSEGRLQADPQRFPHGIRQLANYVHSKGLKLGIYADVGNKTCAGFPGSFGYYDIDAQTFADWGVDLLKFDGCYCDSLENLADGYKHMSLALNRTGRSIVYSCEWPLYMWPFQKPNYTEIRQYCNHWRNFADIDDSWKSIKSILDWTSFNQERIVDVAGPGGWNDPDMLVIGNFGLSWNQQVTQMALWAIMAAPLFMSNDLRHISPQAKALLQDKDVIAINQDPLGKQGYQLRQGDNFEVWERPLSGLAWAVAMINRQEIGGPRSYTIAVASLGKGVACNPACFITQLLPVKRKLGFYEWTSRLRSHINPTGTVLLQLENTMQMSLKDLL
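Human spleen homogenate (1 ug) was the enzyme source, with 4-methylumbelliferyl-alpha-D-galactopyranoside (1 mM final) in pH 5.0 citrate buffer with 0.01% Tween-20. Compounds were titrated; after 40 min at 37C, NaOH/glycine stop, 4-MU fluorescence read; AC50 from Hill fits.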
Tau fluor counter: counter-screen for tau fibril formation inhibitors; hit rate 0.93% among 280,000; tau K18 P301L (four-repeat tau fragment) Alexa594 fluorescence, heparin fibrillization; Potency, µM (titrated, usually from 57.7 µM), without a hit: top-dose activity change, negative = decrease; AID 1463; further: potency means the concentration at half of the fitted maximal effect; on the % scale 0 is the no-effect control and ±100 the full control effect; nearly all actives have a fitted effect of over 55% in size
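Human K18 P301L tau (15 uM unlabeled plus 0.24 uM Alexa 594-labeled, final) in 100 mM sodium acetate pH 7 was mixed with compound and 20 uM heparin and incubated 6 hr at 37 C.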
Tau FP inhib: blocks human tau fibril formation measured by polarization. Potency, µM (top dose mostly 57.7 µM), without a hit: top-dose activity, negative = inhibition, usual class: inhibitors. P10636. K18 P301L tau heparin fibrillization, Alexa594 FP, 6 h. AID 1468. hit rate 0.39% among 280,000; further: potency means the concentration at half of the fitted maximal effect; on the % scale 0 is the no-effect control and ±100 the full control effect; nearly all actives have a fitted effect of over 55% in size
Target sequence (P10636 561-689 P618L limits assumed): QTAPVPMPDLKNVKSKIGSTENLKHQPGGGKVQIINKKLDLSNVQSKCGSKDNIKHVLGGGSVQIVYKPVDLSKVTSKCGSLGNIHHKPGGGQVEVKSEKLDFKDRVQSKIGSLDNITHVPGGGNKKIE
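Compound effects on tau fibrillization are measured by Alexa 594 fluorescence polarization (ex 555, em 632 nm). K18 P301L tau is used at 15 uM with 0.24 uM labeled tracer, and 20 uM heparin induces aggregation over 6 hr at 37 C.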
Numbers without * were called inactive; ? = inconclusive; · = no result given; & = joins results of further samples; [ ] = another dose, or the depositor's remark. Unless noted, the call rests on the fitted dose curve; in most records, active means well fitted curve in the direction sought with a large enough effect; inconclusive means small, poorly fitted or top-dose-only effect, or another doubt; inactive means no such curve, though single readings can be large; an effect the other way counts as inactive or inconclusive. These rows are one share of the data, so the mix of outcomes need not match the whole.

SMILES	NPSR antagonist	TexasRed fluor	CBFb-RUNX1 inh	TRb-SRC2 inh	Epigenetic reg	aGal spleen mod	Tau fluor counter	Tau FP inhib
CCn1nc(C(=O)NNC(=O)COc2ccccc2C)c2ccccc2c1=O	5%	0%	6%	-1%	-1.0%	-15%	-8%	-2%
CN1C(C(=O)NCc2ccco2)CC2Cn3c(nc4cc5ccccc5cc43)C21 (stereo unspecified)	4%	-1%	?	-6%	1.6%	-4%	-6%	-2%
COc1ccccc1NC(=O)c1cccc(S(=O)(=O)N2CCOCC2)c1	-3%[46.1 µM]	-3%	1%	2%	0.0%	-3%	-2%	-9%
COc1ccccc1C(=O)O/N=C(/c1ccncc1)c1ccc([N+](=O)[O-])cc1	-18%	-3%	4%	-1%	-0.5%	-6%	-19%	8%
O=C(O)c1cc(-c2cccs2)nn1-c1cccc(Cl)c1	-33%	-8%	5%	-8%	0.0%	6%	-14%	-4%
COCCn1nnnc1SCC(=O)N1CCCCC1	3%[46.1 µM]	-2%	-8%	6%	-0.8%	-13%	0%	4%
COc1ccc(CCNc2nc3ccccc3n3cnnc23)cc1OC	2%	1%	4%	3%	1.1%	3%	-13%	2%
C/C(=N/NC(=O)C1CC1(c1ccccc1)c1ccccc1)c1cccs1 (stereo unspecified)	-25%	?	2%	-1%	0.0%	6%	-15%	7%
CC(=O)N1CCN(c2ccc(Nc3ncnc4c3oc3ccccc34)cc2)CC1	?	-11%	-7%	0%	2.4%	-6%	?	3%
C=CCn1c(-c2ccc(N)cc2)nc2ccccc21	2%[46.1 µM]	-2%	-2%	2%	3.1%	-1%	-18%	14%
CCOC(=O)c1cnc(SCc2cccc3ccccc23)nc1N	-15%[46.1 µM]	-1%	13%	-8%	-8.3%	-2%	?	-17%
Cc1ccc(S(=O)(=O)Nc2ccc(C(=O)OCC(=O)N(CCC#N)c3ccccc3)cc2)cc1C	-12%	0%	-7%	8%	-3.0%	4%	-21%	-2%
COc1ccc(C2=NOC3(CC(=O)N(c4ccc(F)cc4)C3=O)C2)c(OC)c1 (stereo unspecified)	-11%[46.1 µM]	4%	0%	7%	-1.0%	8%	-14%	9%
CCc1cc2cc(C(=O)N3CCN(Cc4ccccc4)CC3)sc2s1	?	-2%	0%	-5%	0.0%	4%	-3%	4%
Cc1cc(NC(=O)/C=C/C(=O)N(CC(=O)NC2CCCC2)c2cccc3ccccc23)no1	-22%	-4%	-1%	2%	5.4%	-6%	-19%	-1%
Cc1ccccc1NC(=O)c1oc2c(c1C)-c1nn(Cc3cccc(Cl)c3)cc1CC2	·	3%	·	6%	2.8%	·	-11%	-2%
Cc1nn2c(NCc3cccnc3)c3c(nc2c1-c1ccccc1)CCC3	?	2%	8%	3%	-1.0%	2%	-25%	15%
COc1cc(/C=C/c2ccc3c([N+](=O)[O-])cccc3n2)ccc1OCC(=O)O	-2%	-11%	-1%	0%	0.0%	-6%	-16%	-1%
CCOc1ccc(NCC(=O)N/N=C/C=C/c2ccccc2)cc1	-10%	1%	-27%	-14%	-1.0%	-12%	?	5%
Cc1sc2ncnc(N3CCC(C(=O)Oc4cccc(Cl)c4Cl)CC3)c2c1C	-28%	0%	6%	0%	-1.0%	8%	-5%	7%
O=C1C2CCCN2C(=O)N1CCN1CCN(CCO)CC1 (stereo unspecified)	11%	-1%	2%	7%	2.0%	0%	5%	5%
COc1cccc(C2C(C#N)=C(N)OC3=C2C(=O)CCC3)c1OC(=O)c1ccco1 (stereo unspecified)	-2%[46.1 µM]	-5%	1%	1%	0.0%	9%	-5%	0%
Cc1c(Cl)cccc1NC(=O)C(=O)NCCc1csc2nc(-c3ccccc3F)nn12	·	?	·	-17%	3.4%	·	-12%	1%
Cc1ccc(-n2c(SCC(=O)NCc3cccs3)nnc2-c2ccoc2C)cc1	?	-2%	-3%	0%	-2.4%	-3%	-8%	-4%
Oc1ccccc1/C=N/NC1=NCCCCC1	2%[46.1 µM]	-1%	4%	-10%	-1.2%	4%	-4%	-5%
COCCn1c(=O)[nH]c2cc(C(=O)Nc3ccc(OC)cc3)ccc2c1=O	·	-2%	·	8%	-0.6%	·	-3%	1%
CC(=O)c1ccc(NC(=O)N[C@@H](Cc2ccccc2)C(=O)O)cc1	1%[46.1 µM]	-1%	6%	7%	-1.1%	10%	-2%	0%
COc1cccc2c(SCC(=O)N/N=C/c3ccc(O)c(O)c3)cc(C)nc12	16%	-5%	?	0%	-2.9%	8%	-21%	-3%
CCOc1ccc(C(=O)c2cn(CC(=O)Nc3ccc(OC)cc3)c3cc4c(cc3c2=O)OCCO4)cc1	·	-1%	·	2%	0.5%	·	-20%	-13%
COc1cccc2sc(N(CCCN(C)C)C(=O)COc3ccc(Cl)cc3)nc12	-31%	1%	4%	1%	-3.1%	2%	-29%	?
CCOC(=O)c1cnc2nc(NCc3cccc(Br)c3)[nH]n2c1=O	·	8%	·	2%	-1.9%	·	-8%	-4%
CC(C)(C)OC(=O)N1CCC[C@H]1c1nnc(SC/C=C/c2ccccc2)o1	-24%[46.1 µM]	1%	7%	-13%	15%	6%	1%	3%
CCc1nnc(NS(=O)(=O)c2ccc(N/C=C\C(=O)c3ccc(C)cc3)cc2)s1	-21%[46.1 µM]	-2%	-4%	2%	-1.7%	-1%	-13%	-11%
Cc1cc(NC(=O)CCC(=O)N(Cc2ccco2)C(C(=O)NC2CCCCC2)c2ccccc2)no1 (stereo unspecified)	-12%[46.1 µM]	-5%	-3%	-1%	-1.0%	-7%	-2%	-2%
N#Cc1c2n(c3c(=O)n(CC(=O)c4ccc([N+](=O)[O-])cc4)cnc13)CCCCC2	-10%	1%	0%	-1%	2.0%	3%	?	6%
CCOP(=O)(OCC)c1nc(-c2cccc3ccccc23)oc1NCc1ccc(OC)cc1	-47%	-4%	?	4%	-0.1%	?	-17%	9%
O=C(Nc1ccc2oc(=O)ccc2c1)c1cccnc1	-15%[46.1 µM]	-11%	1%	-4%	1.2%	-7%	-7%	-1%
COc1cc(/C=N/Nc2nc3ccccc3[nH]c2=O)ccc1O	-31%	-9%	-5%	4%	1.9%	-2%	-29%	-1%
O=C(c1ccc(F)cc1)N1C2CCC1CC(O)(c1ccc(F)cc1)C2 (stereo unspecified)	-1%[46.1 µM]	-1%	-1%	-18%	-2.2%	-4%	7%	1%
CCOC(=O)N1CCN(S(=O)(=O)c2ccc(C(=O)Nc3nnc(CSC)o3)cc2)CC1	-4%	1%	?	-2%	-3.0%	-5%	2%	-2%
COc1cc2oc(=O)cc(C)c2c(OC)c1OC	3%	-3%	-3%	1%	-0.1%	6%	5%	4%
COc1cc(C(=O)NS(=O)(=O)c2ccccc2C)ccc1Cc1cn(C)c2ccc(NC(=O)OC3CCCC3)cc12	?	-9%&-4%	-30%	7%&1%	-0.1%	5%	-30%	-11%
Cc1oc2ncn(C)c(=O)c2c1C(=O)N1CCN(c2ccccc2F)CC1	·	-1%	·	-2%	-3.4%	·	-8%	-2%
Cc1cccc(C)c1NC(=O)Cn1nnc(C(=O)NCc2ccc(F)cc2)c1N	·	4%	·	-3%	-0.4%	·	2%	-9%
COc1ccc(N(Cc2cccs2)C(=O)COc2cccc(C)c2C)cc1	·	-20%	·	-2%	-2.2%	·	-10%	3%
CCC(=O)Nc1cccc(C2=NOC3(C2)C[C@@H](C(N)=O)N(C(=O)CC)C3)c1 (stereo partly specified)	22%	-1%	6%	-7%	3.1%	2%	5%	-3%
CC(=O)c1ccc(NC(=O)CC23CC4CC(C2)CC(n2nnc(C)n2)(C4)C3)cc1	-9%	-4%	2%	-6%	0.0%	2%	-15%	0%
CCOc1ccc2nc3c(cc2c1)CN(CCCO)C(=NCCOC)S3	-14%[46.1 µM]	3%	-1%	5%	1.1%	5%	-21%	-1%
O=C(Nc1nnc(SCc2cc(=O)c3ccccc3[nH]2)s1)c1ccccc1	·	-1%	·	-1%	6.8%	·	-20%	-7%
O=C(Cn1ncc2c1-c1ccccc1OC2)Nc1cccc(Cl)c1	-16%[46.1 µM]	2%	4%	-15%	0.4%	-13%	?	-1%

Already shown: entries from further up.
SMILES	NPSR antagonist	TexasRed fluor	CBFb-RUNX1 inh	TRb-SRC2 inh	Epigenetic reg	aGal spleen mod	Tau fluor counter	Tau FP inhib
COc1cccc(C2C(C#N)=C(N)OC3=C2C(=O)CCC3)c1OC(=O)c1ccco1 (stereo unspecified)	-2%[46.1 µM]	-5%	1%	1%	0.0%	9%	-5%	0%
Cc1c(Cl)cccc1NC(=O)C(=O)NCCc1csc2nc(-c3ccccc3F)nn12	·	?	·	-17%	3.4%	·	-12%	1%
Cc1ccc(-n2c(SCC(=O)NCc3cccs3)nnc2-c2ccoc2C)cc1	?	-2%	-3%	0%	-2.4%	-3%	-8%	-4%
Oc1ccccc1/C=N/NC1=NCCCCC1	2%[46.1 µM]	-1%	4%	-10%	-1.2%	4%	-4%	-5%
COCCn1c(=O)[nH]c2cc(C(=O)Nc3ccc(OC)cc3)ccc2c1=O	·	-2%	·	8%	-0.6%	·	-3%	1%
CC(=O)c1ccc(NC(=O)N[C@@H](Cc2ccccc2)C(=O)O)cc1	1%[46.1 µM]	-1%	6%	7%	-1.1%	10%	-2%	0%
COc1cccc2c(SCC(=O)N/N=C/c3ccc(O)c(O)c3)cc(C)nc12	16%	-5%	?	0%	-2.9%	8%	-21%	-3%
CCOc1ccc(C(=O)c2cn(CC(=O)Nc3ccc(OC)cc3)c3cc4c(cc3c2=O)OCCO4)cc1	·	-1%	·	2%	0.5%	·	-20%	-13%
COc1cccc2sc(N(CCCN(C)C)C(=O)COc3ccc(Cl)cc3)nc12	-31%	1%	4%	1%	-3.1%	2%	-29%	?
CCOC(=O)c1cnc2nc(NCc3cccc(Br)c3)[nH]n2c1=O	·	8%	·	2%	-1.9%	·	-8%	-4%
